From PubChem BioAssay
SUMO Mot1 rescue = blocks SUMOylation pathway, rescuing yeast Mot1-301 growth; S. cerevisiae Mot1-301 growth rescue, ATP luminescence, 38.5C; percent above DMSO median, 100 means doubled; growth rescue, % at 18.8 µM; 320,000 compounds, 1% hits; AID 2716;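 active = every valid replicate shows activation above 250% relative to neutral control wells; inactive = the rest, any valid replicate at or below 250%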;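 note: OY570 slx delta 5 strain wells were the positive control but not used for scaling; some compounds called inactive have numbers as strong as hits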
SR-BI DiI inh = blocks mouse SR-BI lipid uptake from DiI-HDL; Q61009; ldlA[mSR-BI] CHO cells, DiI-HDL uptake fluorescence, 3 h; inhibition, % at 12.5 µM; 320,000 compounds, 0.96% hits;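 active = mean replicate inhibition of at least 70% and a set share of replicates each scoring 70 or more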;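 note: 0% = median of neutral control wells and 100% = median of positive control wells; values of inactives mirror those of a sister screen read the other way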
Target sequence (Q61009 whole entry, looked up): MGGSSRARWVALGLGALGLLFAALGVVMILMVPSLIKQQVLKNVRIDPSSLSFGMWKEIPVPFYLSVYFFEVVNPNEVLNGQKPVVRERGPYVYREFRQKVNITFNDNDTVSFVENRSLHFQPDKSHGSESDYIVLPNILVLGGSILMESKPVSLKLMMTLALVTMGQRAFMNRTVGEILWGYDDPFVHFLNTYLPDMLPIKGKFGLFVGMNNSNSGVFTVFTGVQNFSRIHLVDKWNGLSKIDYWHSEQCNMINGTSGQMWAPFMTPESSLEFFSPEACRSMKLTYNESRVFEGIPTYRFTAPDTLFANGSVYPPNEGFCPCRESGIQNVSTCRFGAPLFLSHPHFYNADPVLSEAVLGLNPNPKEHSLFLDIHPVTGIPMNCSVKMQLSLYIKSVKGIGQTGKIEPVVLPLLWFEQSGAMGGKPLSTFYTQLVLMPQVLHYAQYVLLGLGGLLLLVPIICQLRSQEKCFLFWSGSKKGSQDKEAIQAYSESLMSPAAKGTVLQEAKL
PKA-R1A activ = activators of PKA-R1A complex; PKA-R1A dissociation, Cy5-IP20 fluorescence polarization; scaled: DMSO 0%, 113 µM cGMP 100%; activation, % at 11.4 µM; 340,000 compounds, 0.083% hits; P00514+P68181;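 active = percent activation above the mean of all tested compounds plus 3 SD, cut at about 19% in these data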;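 note: higher means more PKAc released from R1A so a rise in polarization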
SR-BI DiI-HDL act = SR-BI HDL lipid transfer activation | CHO ldlA[mSR-BI] cells, DiI-HDL uptake fluorescence, 3 h; 100 = double the neutral-control signal | activation, % at 12.5 µM | 320,000 compounds, 0.096% hits | AID 504775;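 active = mean replicate activation of at least 60% and every replicate at or above 60%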;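 note: 0% = median plate neutral-control signal and 100% = twice that signal; values of inactives mirror those of a sister screen read the other way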
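Assay system: CHO ldlA[mSR-BI] cells, LDL receptor-null, SR-BI overexpressing; medium: Ham's F12 with 0.5% BSA, HEPES 25 mM, pH 7.4; also added: DiI-HDL 10 µg/mL; timing: 3 h uptake period with compound, 37 °C; signal: DiI fluorescence, bottom read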
dFosB act = activators of mouse delta FosB homodimer; P13346; purified delta FosB, TAMRA-CDK5 oligo fluorescence polarization; percent of positive-control signal above neutral wells; activation, % at 25 µM; 340,000 compounds, 0.99% hits; AID 493131;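 active = mean activation above about 17%, with every replicate also reaching it, limit read from the data, passing the limit was not always enough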;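 note: fluorescence polarization rise as delta FosB binds a TAMRA Cdk5 AP-1 oligo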
Arr AP2 block = blocks beta-arrestin peptide binding to AP2 adaptin; FITC-arrestin peptide / GST-AP2 beads, flow cytometry; AP2 beta2 appendage carries R879A mutation; inhibition, % at 10 µM; 340,000 compounds, 0.31% hits; AID 504490;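 active = inhibition above a set limit, near 3 SD of compounds lacking own fluorescence, cut at about 54% in these data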;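 note: plate controls were DMSO wells for no effect and 5 µM unlabelled arrestin peptide for full effect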
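Material – AP2 appendage R879A on GSH beads · Buffer or medium – PBS with 0.05% Tween 20 and 0.1% BSA · Probe or stimulus – fluorescein-tagged arrestin peptide at 50 nM final · Incubation – compound with beads 12 min RT, then probe 1 h RT · Detection – high-throughput flow cytometry of beads, ex 488, em 535 nm · Evaluation – percent response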
PKA-R2B activ = PKA-R2B complex activation; PKA-R2B holoenzyme dissociation, Cy5-IP20 fluorescence polarization; R2B truncated from residue 108, S112A mutant; 0% DMSO only, 100% 113 µM cGMP; activation, % at 11.4 µM; 340,000 compounds, 0.079% hits; AID 504700;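 active = activation above a cutoff set at the mean over all compounds plus 3 SD, cut at about 18% in these data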;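 note: higher means more holoenzyme dissociation and a rise in polarization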
Target sequence (P31323 whole entry, looked up, other chains not shown, the tested form may be a part): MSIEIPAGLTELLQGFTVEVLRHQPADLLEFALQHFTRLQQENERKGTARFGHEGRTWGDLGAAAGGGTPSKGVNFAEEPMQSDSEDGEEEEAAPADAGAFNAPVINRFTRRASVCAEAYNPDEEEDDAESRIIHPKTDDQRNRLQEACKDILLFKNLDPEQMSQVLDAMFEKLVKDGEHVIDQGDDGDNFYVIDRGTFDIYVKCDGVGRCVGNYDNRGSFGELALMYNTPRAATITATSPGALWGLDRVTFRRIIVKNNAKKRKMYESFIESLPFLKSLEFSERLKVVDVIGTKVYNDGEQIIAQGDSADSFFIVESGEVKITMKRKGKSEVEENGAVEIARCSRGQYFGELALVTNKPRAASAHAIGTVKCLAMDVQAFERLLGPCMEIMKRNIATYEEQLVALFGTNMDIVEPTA
CDK5 p35 inh = blocks human CDK5/p35 kinase activity; Q00535+Q15078; Recombinant CDK5/p35, ADP-Glo luminescence, 60 min; inhibition, % at 10 µM; 330,000 compounds, 0.01% hits; AID 488839;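 active = highest replicate inhibition of at least 50% and at least 75% of replicates reaching 50%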;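 note: plate controls were DMSO neutral control for no effect and GW8510 at 10 µM for full effect; many of its hits are not listed in these tables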
DSG3 Ab inh = blocks pemphigus antibody binding to human desmoglein-3. DSG3-coupled beads, scFv-anti-DSG3-GFP binding, flow cytometry; active compounds read low. binding (percent of control), % at 10 µM. 310,000 compounds, 0.48% hits;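 active = binding more than 3 SD below its plate's average and above zero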;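 note: hits lower antibody fragment binding to DSG3; some compounds called inactive have numbers as strong as hits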
MITF TRPM1 HTS = activators of MITF-driven TRPM1 promoter activity in SK-MEL-5 cells | AID 588334 | activation, % at 12.5 µM | 300,000 compounds, 0.75% hits | SK-MEL-5 TRPM1-promoter luciferase, 24 h; % of positive control, neutral wells = 0;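 active = mean activation of at least 80% with every replicate also reaching 80%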;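 note: 0% = neutral control wells and 100% = parthenolide positive control wells; values of inactives mirror those of a sister screen read the other way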
NSD2 inh = blocks human histone methyltransferase NSD2. O96028. NSD2 peptide methylation, AlphaScreen, 120 min. inhibition, % at 12.5 µM. 310,000 compounds, 0.54% hits. AID 743445; in the data active = inhibition above about 50%
The depositor's hits bear a star; i = inactive; . = no result given; & = joins results of further samples; ! = repeats disagree. Hits appear at their usual frequency, and some 4.7% of all compounds hit somewhere here.

SMILES	SUMO Mot1 rescue	SR-BI DiI inh	PKA-R1A activ	SR-BI DiI-HDL act	dFosB act	Arr AP2 block	PKA-R2B activ	CDK5 p35 inh	DSG3 Ab inh	MITF TRPM1 HTS	NSD2 inh
Cc1ccc(C)c(OCC(=O)O/N=C(\N)c2cccc([N+](=O)[O-])c2)c1	15	0	7	0	-1	9	6	-2.2	103	.	-2
Cc1c(N2C(=O)c3ccc(Br)cc3C2=O)c(=O)n(-c2ccccc2)n1C	i	-42	-11	42	-1	-1	10	-0.4	.	-3	5
O=C(c1ccc(Cl)cc1)c1ccc(Oc2cc(NN3CCCCC3)c([N+](=O)[O-])cc2[N+](=O)[O-])cc1	37	-25	6	25	-15	12	17	0.8	98	1	.
COC(=O)CC(NC(=O)c1ccc(C)cc1)c1ccccc1 (centres undefined)	3	-17	3	17	3	-3	6	-0.3	112	24	24
CSc1ncc(Sc2ccccc2)c(C(=O)O)n1	-9	-10	-2	10	-4	31	-11	-2.7	106	.	-2
Cc1c(CC(=O)O)c(=O)oc2c(C)c(OCc3c(F)cccc3Cl)ccc12	-4	9	-5	-9	-11	8	-1	-0.6	114	-4	2
CCCCOc1ccc(C(=O)OCC(=O)N2CCOCC2)cc1	3	6	8	-6	-5	-8	-2	-0.7	94	6	-4
COc1ccc(NC(=O)N(C)C[C@H]2Oc3ccc(NC(=O)C4CC4)cc3C(=O)N([C@H](C)CO)C[C@@H]2C)cc1	-9	6	5	-6	-3	9	13	-0.3	106	1	.
COC(=O)c1ccccc1NC(=O)c1ccc2c(c1)CC(C)O2 (centres undefined)	-1	28	-2	-28	-23	7	-9	1.3	102	.	5
Cn1cc([N+](=O)[O-])c(C(=O)Nc2nccs2)n1	-13	27	6	-27	-7	1	-3	3.2	107	-15	1
CCC(CC)COC(=O)C1=C(C)NC(=O)NC1c1cccc([N+](=O)[O-])c1 (centres undefined)	19	5	3	-5	-13	13	-10	-2.3	115	.	2
COC(=O)C1=C(C)C(c2cccs2)NC(=O)N1C (centres undefined)	38	-8	-3	8	1	12	-10	-2.2	.	1	4
COC(=O)N/N=C/c1cn(Cc2ccc(F)cc2)c2ccccc12	-10	.	-9	.	-6	-22	4	-0.5	.	.	-7
CCOC(=O)c1cc(=O)n(Cc2ccccc2C)c2ccccc12	6	13	0	-13	-11	0	-3	-0.2	96	-2	-13
C=CCn1c(SCC(=O)c2[nH]c(C)c(C(=O)OCC)c2C)nc2scc(-c3ccc(OC)cc3)c2c1=O	.	35	2	-35	0	-5	-9	-0.8	92	-82	-3
CC1CCCCC1NC(=O)CSc1nnc(COc2ccc(Cl)cc2)o1 (centres undefined)	-22	1	2	-1	-1	1	-4	2.4	104	-3	-2
Cc1ccc(S(=O)(=O)NCCN2CCOCC2)cc1C	43	.	9	.	-3	1	0	0.6	102	-7	0
Cc1ccc(C2SCC(=O)N2Cc2cn3ccsc3n2)o1 (centres undefined)	6	0	0	0	2	4	0	-2.1	104	1	1
COC(=O)CCC/C=C1/SCC(NC(=O)c2ccccc2)C1=O (centres undefined)	-4	-11	0	11	-8	-9	1	-0.2	117	12	.
COc1ccc(Nc2cc(C)c3ccc(O)cc3n2)cc1	-2	.	1	.	14	2	0	-0.8	95	56	-4
COc1ccc(OC)c(S(=O)(=O)N2CCC(C(=O)NCc3cccnc3)CC2)c1	-19	.	11	.	2	24	2	-2.4	108	1	1
CC(=O)Nc1ccccc1NS(=O)(=O)c1cccc([N+](=O)[O-])c1	-1	-11	4	11	6	-2	4	-3.2	100	-10	-4
O=C(N[C@H]1CCC(=O)N([C@H](CSc2ccccc2)Cc2ccccc2)CC1)OCc1ccccc1	93	19	-3	-19	-4	3	-12	0.1	95	4	.
COc1ccc(CN2CC[C@H]3C=CC[C@@H](C(=O)Nc4ccc(Cl)c(C(F)(F)F)c4)[C@H]3C2=O)cc1OC	7	19	-1	-19	-1	3	-7	-1.8	100	-13	.
CCn1c(SC(C)C(=O)NC2CCCC2)nc2cc(S(N)(=O)=O)ccc21 (centres undefined)	-1	-1	-4	1	-3	19	-1	-0.4	.	-9	-1
CCC(C)NC(=O)C1(N2C(=O)c3ccccc3C2=O)CCCC1 (centres undefined)	.	13	-3	-13	2	1	-5	-3.1	112	2	-4
O=C(NCCCN1CCOCC1)c1cn(-c2ccccc2)nc1-c1cccs1	3	-8	-7	8	-9	1	-3	-1.1	101	.	-1
c1ccc(N2CC3CCc4ccccc4C3=N2)cc1 (centres undefined)	17	13	-3	-13	4	-21	-8	0.2	125	.	-22
Cc1occc1C(=O)N1CCN(C(c2ccccc2)c2ccccc2)CC1	-31	-5	2	5	1	-3	3	0.8	91	.	3
CC(NC(=O)C(=O)N/N=C/c1ccccc1)c1ccccc1 (centres undefined)	44	9	-5	-9	10	3	-3	-0.9	99	1	-1
O=c1cc(-c2ccccc2)c2cc3c(cc2[nH]1)OCCO3	.	4	2	-4	-3	14	-2	-0.7	101	-19	-1
COc1ccc(Cn2c(-c3ccccc3C)nc3c(c(=O)c4ccccc4n3C)c2=O)cc1	-20	0	-3	0	2	-8	-5	2.3	105	-4	.
COc1ccc(OC)c(N2Cc3cc(C)c(C)cc3C2)c1	2	8	3	-8	-12	28	-6	2.1	101	26	-2
CCOC(=O)CN1C(=O)C2(OCCCO2)c2cc(Br)ccc21	-16	-23	6	23	-4	15	0	1.7	110	-3	-2
Cc1c(C(=O)N2CCN(c3ccc(C(F)(F)F)cn3)CC2)oc2ccccc12	784	-22	0	22	-11	-7	-7	-0.2	103	-2	-35
COCCCNC(=O)c1ccc(NS(C)(=O)=O)cc1	2	-21	-3	21	0	28	2	0.6	.	-7	0
COc1ccc(OC)c(NC(=O)Cn2nc(C)c3ccccc3c2=O)c1	-3	2	-10	-2	-7	7	-3	-8.3	117	.	-1
Cc1oc2ccc(O)c(CN3CCOCC3)c2c1C(C)O (centres undefined)	3	11	-1	-11	-3	-7	1	-0.6	.	-2	0
COc1cc2c(cc1OC)CN(C(=O)Cc1c(F)cccc1Cl)CC2	475*	-4	14	4	-1	8	-1	-0.6	104	7	1
Cc1ccc(S(=O)(=O)NC2=C(N3CCN(c4ccccc4F)CC3)C(=O)c3ccccc3C2=O)cc1	-5	97*!	-3&2	-68&-97	-8&9	0&0	-10&-12	-0.4&3.3	90&105	-6&5	6&7
O=C(Nc1ccccc1C(=O)NC(Cc1ccccc1)C(=O)NC1CCCCCC1)c1ccccc1 (centres undefined)	-11	4	-6	-4	6	6	4	1.3	99	.	3
COc1ccc(-c2c(-c3cc(OC)cc(OC)c3)n(C)c3ccc(-c4ccc(S(N)(=O)=O)cc4)cc23)cc1	0	57	-6	-57	-2	-10	-13	0.4	95	-6	.
CCOC(=O)N1CCN(C(=O)c2ccc(S(=O)(=O)NCc3ccco3)cc2)CC1	9	52	-5	-52	-4	2	-6	0.8	117	-7	-2
Cc1ccc(NC(=O)c2cncc(Br)c2)c([N+](=O)[O-])c1	-5	5	23*	-5	-5	15	7	-1.2	91	50	2
COc1ccc(Cl)cc1NC(=O)C(C)N1CCN(c2ccccn2)CC1 (centres undefined)	-33	22	5	-22	-10	32	11	0.8	102	-9	-1
CC(C)[C@H](NC(=O)c1ccc(Cl)c([N+](=O)[O-])c1)C(=O)O	32	-23	-3	23	6	-3	-2	-1.7	87	-7	-3
Cc1ccc2nc3c(c(C(=O)OCC(=O)NC4CCS(=O)(=O)C4)c2c1)CCCC3 (centres undefined)	-9	24	9	-24	-16	57*	7	-0.1	97	-17	-3
O=C(NCc1ccccc1)c1ccc2c(c1)OCCO2	.	-33	4	33	7	4	-2	0.2	103	8	1
NS(=O)(=O)c1cccc(NC(=O)COC(=O)CCSc2ccccc2)c1	43	-54	-6	54	0	34	-18	-0.5	98	6	-1
Cc1csc(NC(=O)CSC2=NS(=O)(=O)c3cc(F)ccc3N2)n1	-4	-4	14	4	1	1	4	1.5	104	-5	-2
CC(C(=O)Nc1ccccc1C(=O)N1CCOCC1)N(c1ccc(Cl)cc1)S(C)(=O)=O (centres undefined)	1	-20	-3	20	5	31	-3	0.3	98	9	-1

A different layout for some results above:
SMILES | SUMO Mot1 rescue | SR-BI DiI inh | PKA-R1A activ | SR-BI DiI-HDL act | dFosB act | Arr AP2 block | PKA-R2B activ | CDK5 p35 inh | DSG3 Ab inh | MITF TRPM1 HTS | NSD2 inh
Cc1ccc(NC(=O)c2cncc(Br)c2)c([N+](=O)[O-])c1 | -5 | 5 | 23* | -5 | -5 | 15 | 7 | -1.2 | 91 | 50 | 2
COc1ccc(Cl)cc1NC(=O)C(C)N1CCN(c2ccccn2)CC1 (centres undefined) | -33 | 22 | 5 | -22 | -10 | 32 | 11 | 0.8 | 102 | -9 | -1
CC(C)[C@H](NC(=O)c1ccc(Cl)c([N+](=O)[O-])c1)C(=O)O | 32 | -23 | -3 | 23 | 6 | -3 | -2 | -1.7 | 87 | -7 | -3
Cc1ccc2nc3c(c(C(=O)OCC(=O)NC4CCS(=O)(=O)C4)c2c1)CCCC3 (centres undefined) | -9 | 24 | 9 | -24 | -16 | 57* | 7 | -0.1 | 97 | -17 | -3
O=C(NCc1ccccc1)c1ccc2c(c1)OCCO2 | . | -33 | 4 | 33 | 7 | 4 | -2 | 0.2 | 103 | 8 | 1
NS(=O)(=O)c1cccc(NC(=O)COC(=O)CCSc2ccccc2)c1 | 43 | -54 | -6 | 54 | 0 | 34 | -18 | -0.5 | 98 | 6 | -1
Cc1csc(NC(=O)CSC2=NS(=O)(=O)c3cc(F)ccc3N2)n1 | -4 | -4 | 14 | 4 | 1 | 1 | 4 | 1.5 | 104 | -5 | -2
CC(C(=O)Nc1ccccc1C(=O)N1CCOCC1)N(c1ccc(Cl)cc1)S(C)(=O)=O (centres undefined) | 1 | -20 | -3 | 20 | 5 | 31 | -3 | 0.3 | 98 | 9 | -1
